GLP1R cytotox: cytotoxicity in counter-screen for GLP-1R inverse agonists. 0.13% of 410,000 active. HEK293 cAMP-luciferase reporter cells, luminescence, 24 h. Potency, µM (highest dose often 38.3 µM), inactives show at the top dose activity change, negative = inhibition, usual class: inhibitors;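 also: loss of luciferase light is scored as toxicity; % is scaled to controls: 0 for no effect and ±100 for the full control effect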
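A 23 nL compound transfer followed 12 hours of cell culture at 37 deg C; exposure then lasted 24 hr. Luciferase assay detection reagent was dispensed and plates read for luminescence after a 12 min room-temperature wait.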
HT1080-NT tox: kills 2HG-producing HT-1080-NT fibrosarcoma cells; AID 686970; HT-1080-NT fibrosarcoma viability, CellTiter-Glo ATP luminescence, 48 h; Potency, µM (doses to about 46.1 µM), inactives show top-dose activity, negative = less viability, hits mostly cytotoxic; 1.6% of 360,000 active;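 also: NT is the 2HG producing partner of a matched IDH1 knockdown line; 0% = DMSO-treated cells and -100% = media-only wells without cells; nearly all actives have a fitted effect of over 55% in size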
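Toxicity toward the 2HG-producing NT line was scored as %Activity, normalised to DMSO and no-cell wells, from CellTiter-Glo luminescence after 48 hours' treatment.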
KB-3-1 tox: kills parental KB-3-1 adenocarcinoma cells; 1.4% of 400,000 active; KB-3-1 viability, CellTiter-Glo ATP luminescence, 72 h; Potency, µM (top dose mostly 46.1 µM), for inactives: at the highest dose activity change, negative = cytotoxic, hits mostly cytotoxic; also: % is scaled to controls: 0 for no effect and ±100 for the full control effect; nearly all actives have a fitted effect of over 60% in size
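Cytotoxicity in the drug-sensitive parental line KB-3-1 was scored as loss of CellTiter-Glo luminescence following 72 h incubation with compound. Values come from curve fitting of normalized concentration-response data.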
SW480 rerep: inducers of DNA re-replication in SW480 colon cancer cells. SW480 DNA re-replication, Hoechst DNA content imaging, 48 h. Potency, µM (doses to about 46.1 µM), without a hit: at the highest dose re-replication activation, most hits filed as activators. 1.8% of 340,000 active; also: % of control where 0% means no effect; nearly all actives have a fitted effect of over 55% in size
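Image-based read-out: total Hoechst fluorescence of nuclei (405 nm excitation, 500-530 nm emission), with hits raising the fraction of high-intensity nuclei. SW480 colon cells incubated 48 hr with compounds at 37 C.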
KB-V1 MDR tox: KB-V1 MDR subline cytotoxicity | KB-V1 MDR cells viability, CellTiter-Glo, 72 h | Potency, µM (doses to about 46.1 µM), for inactives: top-dose activity change, negative = cytotoxicity, actives largely listed as cytotoxic | 3.4% of 400,000 active; also: % is scaled to controls: 0 for no effect and ±100 for the full control effect; nearly all actives have a fitted effect of over 60% in size
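Drug-selected KB-V1 cells, grown in DMEM lacking phenol red with 10% FBS, receive compound titrations; after three days at 37 degrees C, surviving cell ATP is quantified by CellTiter-Glo luminescence and responses normalized and curve-fitted.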
GLP1R ag: GLP-1 receptor (human) agonism | P43220 | AID 624172 | 0.007% of 380,000 active | Potency, µM (doses to about 45.6 µM), for inactives: at the top dose activation, hits mostly activators | HEK293 GLP-1R CRE-luciferase, luminescence, 4-6 h; cells express a hypersensitive GLP-1R form; also: % of control where 0% means no effect
Target sequence (P43220 whole entry, looked up): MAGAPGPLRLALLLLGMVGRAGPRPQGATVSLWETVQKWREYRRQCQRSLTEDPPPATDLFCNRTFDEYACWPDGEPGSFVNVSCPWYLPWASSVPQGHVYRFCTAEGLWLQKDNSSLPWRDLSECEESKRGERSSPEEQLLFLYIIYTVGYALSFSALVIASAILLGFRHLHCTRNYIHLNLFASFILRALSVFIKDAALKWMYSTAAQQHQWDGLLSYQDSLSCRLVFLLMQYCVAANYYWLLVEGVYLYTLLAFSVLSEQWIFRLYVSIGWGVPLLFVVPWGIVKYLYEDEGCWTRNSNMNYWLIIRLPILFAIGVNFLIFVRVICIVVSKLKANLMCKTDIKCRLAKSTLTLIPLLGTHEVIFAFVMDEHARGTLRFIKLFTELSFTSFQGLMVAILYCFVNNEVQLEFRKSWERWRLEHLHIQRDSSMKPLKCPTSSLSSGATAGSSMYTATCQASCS
TDP43 rescue: inhibitors of TDP-43 toxicity in yeast | TDP-43 expressing yeast growth rescue, BacTiter-Glo, 24 h | Potency, µM (doses to about 46.1 µM), inactives show at the top dose growth rescue (activation), most hits filed as activators | 1.8% of 410,000 active | AID 652104; also: % of control where 0% means no effect; nearly all actives have a fitted effect of over 50% in size
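Luminescence from BacTiter-Glo reports growth of TDP-43-expressing yeast after 24 hr at 30 deg C with compound. Cells were raffinose-pregrown to mid-log, then seeded in galactose medium at OD600=0.02.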
HT1080 IDH1KD tx: HT-1080 IDH1 knockdown cell toxicity (counter line). 2% of 360,000 active. HT-1080 IDH1 knockdown viability, ATP luminescence, 48 h. Potency, µM (series often up to 46.1 µM), without a hit: at the highest dose activity, negative = toxicity, actives largely listed as cytotoxic. AID 686971;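 also: 0% = DMSO wells and -100% = cell-free medium wells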
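Assay cells: HT-1080 with IDH1 knockdown, 750 per well, RPMI/5% FBS. Exposure: 48 h at 37 °C following 2 h pre-incubation. Read: CellTiter-Glo luminescence; fitted concentration-response, curve class assigned.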
GLP1R inv ag: acts as inverse agonist at human GLP-1 receptor; HEK293 GLP-1R CRE-luciferase, luminescence, 24 h; GLP-1R form is constitutively active; Potency, µM (series often up to 38.3 µM), without a hit: at the highest dose activity change, negative = inhibition, hits mostly inhibitors; 1.6% of 410,000 active; AID 624417; also: % is scaled to controls: 0 for no effect and ±100 for the full control effect; nearly all actives have a fitted effect of over 55% in size
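Cells are plated, allowed 12 hours at 37 deg C, then treated with compounds for 24 hr before luciferase detection reagent is added and luminescence is read after 12 min at room temperature. The HEK293 line carries constitutively active GLP-1R with a cAMP-responsive reporter.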
* hit, by the source's call; ? = inconclusive; . = no result given; [ ] = remark or other dose. Calls follow the shape of the dose curve; as a rule, active = well fitted curve in the direction sought with a large enough effect; inconclusive = small, poorly fitted or top-dose-only effect, or another doubt; inactive = no such curve, though single readings can be large; an effect the other way counts as inactive or inconclusive. Potency is read from the fitted curve at half-maximal effect. Not a hit list; any-hit rate near 9.4%.

SMILES | GLP1R cytotox | HT1080-NT tox | KB-3-1 tox | SW480 rerep | KB-V1 MDR tox | GLP1R ag | TDP43 rescue | HT1080 IDH1KD tx | GLP1R inv ag
CCOC(=O)C1CCCN(c2c(Nc3ccc(OCC)cc3)c(=O)c2=O)C1 (stereo not given) | -28.9% | 0.0% | -2.0% | -1.5% | -9.0% | 7.0% | 20.1% | 0.0% | -19.8%
CCN(CC)S(=O)(=O)c1cc(C(=O)Nc2ccncc2)ccc1Cl | ? | 0.0% | 20.6µM* | -6.2% | 16.4µM* | 15.4% | -20.5% | -22.4% | 3.2%
CC1CN(Cc2cc(=O)oc3cc(O)ccc23)CC(C)O1 (stereo not given) | 285.4%[activator] | 1.2% | -11.5% | -20.6% | 3.7% | 15.3% | -8.7% | -2.0% | -6.5%
O=C(COC(=O)CC(NC(=O)c1ccccc1Cl)c1ccccc1)Nc1cccc(F)c1 (stereo not given) | -0.7% | 3.7% | 33.2% | -4.4% | 0.0% | 7.0% | 17.8% | 2.6% | -7.1%
COC(=O)c1cccc(C(=O)Nc2ccc(C)cc2)n1 | -0.7% | -21.8% | -11.9% | -2.9% | -2.8% | 3.2% | ? | -20.1% | 0.0%
CCOc1ccc2ccccc2c1/C=N/NC(=O)c1ccc(C)nc1 | -22.4% | 3.2% | -1.0% | 1.1% | 28.5% | 13.9% | 10.1% | 2.6% | -17.7%
C=CCNC(=O)c1ccc(OC)cc1 | 1.3% | 0.1% | -13.9% | -1.8% | 0.0% | -7.1% | -1.3% | -5.5% | 6.2%
CCCC(=NCCc1c(C)[nH]c2ccccc12)C1=C(O)CC(c2ccccc2)CC1=O (stereo not given) | ? | ? | 7.31µM* | 6.51µM* | 5.17µM* | 5.6% | -39.4%[inhibitor] | 4.61µM* | 2.51µM*
COc1cccc(-c2nc(-c3ccc(NC(=O)c4cccnc4)cc3)no2)c1 | 23.9% | 22.2% | 8.0% | 1.2% | -4.8% | 1.3% | -4.3% | 17.4% | 10.3%
Fc1ccc(-c2csc(N3CCSCC3)n2)cc1 | 14.2% | 13.6% | 14.0% | 0.9% | -13.9% | 12.1% | -15.6% | 12.4% | -9.6%
O=C(NCc1cccc(F)c1)c1ccc2nc(CCc3ccccc3)oc2c1 | -11.0% | . | -2.6% | . | 7.6% | . | 13.9% | . | ?
CC(C)C(C)NC(=O)CN1C(=O)NC(c2ccccc2)(c2ccccc2)C1=O (stereo not given) | 3.7% | -0.4% | 16.3% | -9.9% | 20.7% | 5.4% | 1.3% | -0.2% | -15.2%
CCCCC1C2=C(CC(C)(C)CC2=O)OC2=C1C(=O)CC(C)(C)C2 | -7.3% | -14.7% | -10.3% | -0.1% | ? | 4.1% | -24.6% | -1.3% | 8.91µM*
C/C(=N/Nc1ncc(C(F)(F)F)cc1Cl)c1ccncc1 | ? | -2.6% | -21.6% | -17.1% | ? | 16.0% | 3.0% | -2.7% | ?
CN(Cc1ccccc1)C(=O)COc1ccc2ccccc2c1 | -7.2% | 0.3% | 1.5% | -1.2% | -23.3% | -3.5% | 4.1% | 2.0% | ?
COc1ccc(-c2cn3nc(N4CCC(C(=O)Nc5cc(Cl)ccc5C)CC4)sc3n2)cc1 | -6.6% | . | 5.3% | . | 0.3% | . | 24.2% | . | 12.3%
O=C(Nc1ccc(Cl)c(Cl)c1)C1CC(=O)N(c2ccc(Br)cc2)C1 (stereo not given) | 4.4% | ? | 7.6% | -0.9% | -0.3% | -1.6% | -22.7% | -25.6%[9.24 µM] | -0.2%
Cc1[nH]n(C(N)=S)c(=O)c1N=Nc1cccc(C(F)(F)F)c1 | ? | -5.4% | ? | -5.0% | -27.8% | 0.8% | 0.0% | -6.5% | ?
Cc1cc(C)nc(N2CCC(C(=O)Nc3ccc4c(c3)OCCO4)CC2)n1 | 1.2% | 12.5% | 13.7% | 8.2% | -8.3% | 4.9% | -0.5%[9.22 µM] | 9.4% | 8.3%
CCOC(=O)c1[nH]c2c(c1Cc1ccccc1OC)C(=O)CC(c1ccc(OCC)cc1)C2 (stereo not given) | 1.6% | . | -11.8% | . | 8.0% | . | -6.8% | . | -1.2%
COc1cccc(C(NC(C)=O)c2nc(-c3ccoc3)cs2)c1 (stereo not given) | 0.4% | 19.3% | ? | . | -25.2% | 8.8% | 27.3% | -0.3% | 15.3%
Cc1ccccc1NS(=O)(=O)c1ccc2oc(=O)ccc2c1 | -27.0% | -12.4% | 1.3% | -17.3% | 29.6% | -3.5% | 20.3% | 0.2% | 8.0%
Cc1nc2[nH]c(=S)[nH]c2c(=O)[nH]1 | 0.0% | 6.9% | 21.6% | -5.1% | 7.9% | 6.4% | -7.6% | 3.9% | 4.5%
Cc1ccc(NC(=O)CSc2nnc(-c3cnccn3)n2Cc2ccco2)cc1C | -6.0% | -4.4% | -4.6% | -5.4% | -12.9% | 7.8% | -0.6% | -3.1% | -2.3%
Cc1ccc(NC(=O)C2(N(C(=O)Cn3nnnc3N)c3ccc(C)cc3)CCCCC2)cc1 | 15.3% | -0.6% | -1.8% | -0.9% | 4.7% | -4.4% | 5.8% | -18.5% | ?

Two entries from above, with values under each structure.
Results follow in this order: GLP1R cytotox	HT1080-NT tox	KB-3-1 tox	SW480 rerep	KB-V1 MDR tox	GLP1R ag	TDP43 rescue	HT1080 IDH1KD tx	GLP1R inv ag
> CC(C)C(C)NC(=O)CN1C(=O)NC(c2ccccc2)(c2ccccc2)C1=O (stereo not given)
    3.7%	-0.4%	16.3%	-9.9%	20.7%	5.4%	1.3%	-0.2%	-15.2%
> CCCCC1C2=C(CC(C)(C)CC2=O)OC2=C1C(=O)CC(C)(C)C2
    -7.3%	-14.7%	-10.3%	-0.1%	?	4.1%	-24.6%	-1.3%	8.91µM*

(next part)
SMILES | GLP1R cytotox | HT1080-NT tox | KB-3-1 tox | SW480 rerep | KB-V1 MDR tox | GLP1R ag | TDP43 rescue | HT1080 IDH1KD tx | GLP1R inv ag
CCOc1ccc2nc(NCCNS(=O)(=O)c3ccccc3)c(C#N)cc2c1 | 253.9%[activator] | -5.9% | 7.5% | 18.4µM* | -67.6% | 7.9% | -8.4% | -2.5% | 0.0%
O=C(CSc1ccc(F)cc1)Nc1ccc(Br)cc1 | -10.3% | 1.7% | -0.9% | 1.0% | ? | 3.3% | -1.6% | -4.9% | ?
COc1ccc(CNS(=O)(=O)c2cn(C)c(=O)n(C)c2=O)cc1 | 2.1% | 1.7% | ? | -0.4% | -0.8% | -3.3% | -9.6% | 7.7% | 5.4%
CCOC(=O)c1sc2nc(CC(=O)OC)nc(NCc3ccc(F)cc3)c2c1C | 6.7% | 8.5% | -1.4% | 1.4% | ? | 3.4% | -8.9% | -1.8% | 18.1%
CC1CCCCC1NC(=O)CCS(=O)(=O)c1ccc(Cl)cc1 (stereo not given) | 19.4% | -1.7% | -4.6% | -1.2% | -4.6% | -3.0% | 10.3% | 0.0% | -10.1%
O=C(CSCc1cc(=O)n2ccsc2n1)Nc1ccc(F)cc1 | 4.0% | 3.3% | 12.4% | ? | -3.4% | -4.2% | 11.7% | 16.2% | 0.8%
Cc1c(Cl)cccc1NC(=O)C(=O)NCCc1csc(-c2cccc(F)c2)n1 | -1.7% | . | 2.0% | . | 16.1% | . | 18.3% | . | -3.3%
CC(=O)Nc1ccc(OCC(O)Cn2cccn2)cc1 (stereo not given) | 4.9% | 2.9% | 0.0% | -5.2% | 4.2% | -0.3% | -19.4% | -0.2% | 18.7%
COCCn1c(N)c(S(=O)(=O)c2cccs2)c2nc3ccccc3nc21 | 1.4% | -27.4% | 11.6% | 9.0% | 12.0% | 2.7% | -12.5% | 17.2%[9.24 µM] | 0.8%
CSc1ccccc1NC(=O)c1ccc(N2CCCC2=O)cc1 | -18.0% | 14.0% | 1.6% | -10.6% | -13.3% | 7.9% | 0.0% | 2.9% | 11.3%
CCc1ccccc1Nc1cc(C(=O)NCc2ccc(C)cc2)c2ccccc2n1 | 2.8% | . | 1.9% | . | 24.7% | . | 24.9% | . | ?
COc1ccccc1CNCC(=O)Nc1ccc(N(C)C)cc1 | -4.4% | 3.0% | -0.2% | -22.0% | -2.3% | 16.9% | 11.7% | 5.9% | -27.9%
COc1cccc(-n2cnnn2)c1 | -8.9% | 3.0% | -2.1% | -1.3% | 13.7% | -5.7% | 14.6% | 8.0% | 3.5%
CCOC(=O)Cn1c(=O)c(-c2ccccc2NC)nc2ccccc21 | 0.7% | -5.0% | 6.5% | 3.1% | -15.5% | -14.2% | 6.9% | -7.1% | 7.4%
COC(=O)Cc1ccc(NC(=S)Nc2cccc(C)n2)cc1 | ? | -13.4% | ? | -8.2% | 20.6µM* | 14.6% | ? | -16.6% | ?
C[C@H](NC(=O)c1nc[nH]c1C(=O)NCc1ccccc1)C(=O)OCc1ccccc1 | 0.8% | 0.0% | -4.6% | 1.1% | -6.4% | -0.5% | 18.2% | -6.4% | -1.1%
COc1cccc(C(C)(O)c2nc(-c3cnc4ccccc4c3)cs2)c1 (stereo not given) | -4.7% | -20.1% | -10.3% | . | 0.0% | 25.2% | 22.4% | ? | ?
CC(=O)c1sc(C(=O)O)c(-c2ccco2)c1-c1ccco1 | 2.5% | 3.0% | 1.1% | -0.9% | 16.7% | 1.0% | 9.8% | 1.1% | -11.0%
CCN1C[C@@H]2[C@@H]3C(=O)N(Cc4ccccc4)C(=O)[C@@H]3[C@](CC)(C1=O)N2C(=O)c1ccc(C(F)(F)F)cc1 | -16.3% | 16.9% | 15.3% | -2.8% | -23.9% | -2.7% | 7.1% | 9.5% | 24.3%
Cc1csc(=Nc2c(C)n(C)n(-c3ccccc3)c2=O)n1-c1ccccc1 | -14.4% | 0.0% | -2.7% | -16.0% | 5.7% | -0.3% | 28.1% | 10.7% | -11.3%

Single values from the results shown.
CC1CCCCC1NC(=O)CCS(=O)(=O)c1ccc(Cl)cc1 (stereo not given) – KB-3-1 tox: -4.6%
COc1cccc(-n2cnnn2)c1 – TDP43 rescue: 14.6%
CC(=O)Nc1ccc(OCC(O)Cn2cccn2)cc1 (stereo not given) – GLP1R ag: -0.3%
COc1ccc(CNS(=O)(=O)c2cn(C)c(=O)n(C)c2=O)cc1 – HT1080 IDH1KD tx: 7.7%

Compound activity from PubChem BioAssay.
